# GAA850 FXN act – frataxin GAA850 promoter activation | HEK293 lucGAA850 FXN promoter luciferase reporter, 24 h; percent of 10 µM SAHA response | activation, % at 6 µM | 0.56% of 360,000 active;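 active means activation above the average of all compounds screened plus 3 SD, cutoff fixed separately per campaign, cut at about 7.5% in these data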;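 further: 0% = DMSO wells and 100% = 10 µM SAHA wells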
# ADAM10 inh – ADAM10 inhibition, QFRET primary screen | AID 720582 | inhibition, % at 7 µM | O14672 | recombinant ADAM10, EDANS/DABCYL FRET peptide cleavage, 3 h | 0.62% of 370,000 active;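 active means inhibition above a per-campaign cutoff equal to the mean of compounds falling between control-based bounds plus 3 SD, cut at about 20% in these data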;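 further: 0% = DMSO wells while the 100% control is not disclosed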
# Target sequence (O14672 214-748 limits assumed): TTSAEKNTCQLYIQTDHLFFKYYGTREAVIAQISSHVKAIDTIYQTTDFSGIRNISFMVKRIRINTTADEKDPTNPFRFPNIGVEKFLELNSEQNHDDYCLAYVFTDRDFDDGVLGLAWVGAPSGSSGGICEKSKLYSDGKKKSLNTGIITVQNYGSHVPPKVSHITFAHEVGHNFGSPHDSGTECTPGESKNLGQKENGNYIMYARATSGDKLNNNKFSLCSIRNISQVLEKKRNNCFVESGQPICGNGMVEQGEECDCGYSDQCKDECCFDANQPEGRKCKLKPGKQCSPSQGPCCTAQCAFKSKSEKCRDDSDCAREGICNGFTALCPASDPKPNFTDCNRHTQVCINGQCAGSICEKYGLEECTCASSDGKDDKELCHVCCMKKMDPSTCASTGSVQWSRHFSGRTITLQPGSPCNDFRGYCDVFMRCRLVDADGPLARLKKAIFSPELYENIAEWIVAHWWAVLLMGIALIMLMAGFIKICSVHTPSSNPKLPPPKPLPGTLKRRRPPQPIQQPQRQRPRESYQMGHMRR
# hgDAF-12 ag – hgDAF-12 agonism, primary luciferase screen. 1.8% of 370,000 active. activation, % at 6.8 µM. HEK293 GAL4-hgDAF12 UAS-luciferase reporter, agonist luminescence; normalized to butyrate control;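 active means activation above a cutoff set at the mean of all screened compounds plus 3 SD, cut at about 10% in these data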;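 further: 0% = DMSO wells and 100% = sodium butyrate wells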
# hcDAF12 agonist – activators of H. contortus DAF-12 nuclear receptor | AID 652067 | activation, % at 6.8 µM | HEK293 hcDAF-12 lit1-tk-luc reporter, luminescence; 0% DMSO, 100% Δ7-dafachronic acid | 1.4% of 370,000 active;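 active means activation above the mean of all tested compounds plus 3 SD, cut at about 5.5% in these data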;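 further: 100% = response to 3 µM Δ7-dafachronic acid high control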
# sPLA2-III inh – Inhibits HGIII-sPLA2 liposome hydrolysis, primary screen; Q9NZ20; QFRET BODIPY PC-A2 liposome hydrolysis, fluorescence; inhibition, % at 12.2 µM; AID 743126; 0.56% of 370,000 active;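 active means inhibition above mean plus 3 SD of compounds lying within the high and low control bounds, cut at about 19% in these data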;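 further: 0% = median of test compound wells and 100% = no enzyme DMSO wells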
# PLCb3 inh – PLC-beta3 (human) inhibition, primary screen | 0.18% of 370,000 active | Purified PLC-beta3, fluorogenic substrate, fluorescence | inhibition, % at 12.2 µM | AID 720704 | Q01970; in the data active means inhibition above about 11%;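 further: 0% = median of compound wells on plate and 100% = full blocker control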
# ADAM17 inh – inhibitors of human ADAM17; P78536; recombinant ADAM17, EDANS/DABCYL FRET peptide cleavage; inhibition, % at 6.95 µM; 0.83% of 370,000 active;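 active means inhibition above the mean of compounds lying between control limits plus 3 SD, set per campaign, cut at about 8.5% in these data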;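 further: 0% = DMSO-only wells as the low control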
# Target sequence (P78536 215-824 limits assumed): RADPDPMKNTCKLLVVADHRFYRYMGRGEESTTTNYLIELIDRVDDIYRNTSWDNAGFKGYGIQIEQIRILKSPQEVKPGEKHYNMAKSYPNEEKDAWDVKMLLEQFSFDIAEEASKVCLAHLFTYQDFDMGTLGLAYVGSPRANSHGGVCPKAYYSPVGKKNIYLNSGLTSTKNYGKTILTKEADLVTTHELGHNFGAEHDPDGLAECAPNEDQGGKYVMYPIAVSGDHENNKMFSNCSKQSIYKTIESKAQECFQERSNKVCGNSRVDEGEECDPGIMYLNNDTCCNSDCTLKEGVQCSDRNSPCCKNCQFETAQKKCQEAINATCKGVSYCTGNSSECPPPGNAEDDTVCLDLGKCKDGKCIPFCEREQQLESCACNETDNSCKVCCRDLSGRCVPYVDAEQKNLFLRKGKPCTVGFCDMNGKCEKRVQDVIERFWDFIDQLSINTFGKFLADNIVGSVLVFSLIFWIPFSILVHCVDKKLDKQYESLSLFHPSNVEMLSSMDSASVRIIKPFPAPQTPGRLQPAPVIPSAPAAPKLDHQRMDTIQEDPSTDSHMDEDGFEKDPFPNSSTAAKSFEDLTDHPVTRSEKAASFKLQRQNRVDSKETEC
# PLCg1 inh – blocks human PLC-gamma1 enzyme activity. purified PLC-gamma1, fluorogenic substrate, fluorescence. inhibition, % at 12.2 µM. 0.84% of 370,000 active; in the data active means inhibition above about 9.5%
# DAX1 inh-1 – inhibitors of human orphan nuclear receptor DAX1 (NR0B1) | inhibition, % at 6.75 µM | AID 504766 | 0.99% of 340,000 active | HEK293 Gal4-DAX1 luciferase reporter, luminescence;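 active means inhibition above the mean over all tested compounds plus 3 SD, cut at about 4.2% in these data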;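 further: 0% = DAX1-transfected cells with DMSO and 100% = empty-vector control cells with DMSO; inhibition shows as a rise in luminescence from relieved DAX1 repression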
# DAX1 inh-2 – inhibitors of DAX1 repression of SF-1 activated StAR promoter | HEK293T StAR-luciferase reporter, SF-1/DAX-1 repression relief | inhibition, % at 6.8 µM | 1.1% of 370,000 active | AID 652010;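 active means inhibition above the mean over all tested compounds plus 3 SD, cut at about 3.6% in these data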;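 further: 0% = DAX-1 cells with DMSO and 100% = cells lacking DAX-1 with DMSO; higher inhibition means more luminescence from relief of DAX-1 repression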
# ssDAF-12 act – S. stercoralis DAF-12 activation, primary screen; 1% of 370,000 active; activation, % at 6.8 µM; HEK293 ssDAF-12/GRIP1 lit1-tk-luc reporter, luminescence; % of 3 µM dafachronic acid response; AID 652126;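 active means activation above the mean over all tested compounds plus 3 SD, cut at about 0.9% in these data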;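 further: 0% = DMSO-only wells and 100% = 3 µM delta7-dafachronic acid wells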
# * hit, by the source's call; nt = no result given.
SMILES,GAA850 FXN act,ADAM10 inh,hgDAF-12 ag,hcDAF12 agonist,sPLA2-III inh,PLCb3 inh,ADAM17 inh,PLCg1 inh,DAX1 inh-1,DAX1 inh-2,ssDAF-12 act
COc1ccc(Cc2nnc(SCC(=O)N3CCc4ccccc4C3)o2)cc1,0.2,-4,-5.4,0.3,-10,-2,-5,-2,-1.0,-0.1,-1.1
CN(C)S(=O)(=O)c1cccc(NC(=O)c2cc3c(cc2Cl)N2CCCCCC2=NS3(=O)=O)c1,2.3,0,-3.0,-1.6,-7,0,-1,0,0.1,-0.4,-1.7
CCOc1ccc(N(C)S(=O)(=O)c2cc(-c3cc(C)no3)ccc2C)cc1,0.1,11,-0.9,-5.6,-16,-6,7,1,-1.8,-1.4,-2.3
O=C1c2ccc([N+](=O)[O-])cc2C(=O)N1CNc1ccccn1,1.1,7,4.8,-1.7,3,3,-3,0,0.1,0.1,-0.9
O=C(Nc1nccs1)c1ccc([N+](=O)[O-])cc1Cl,2.0,4,1.6,1.6,4,-1,-1,4,1.0,0.3,-0.4
Cn1c(=O)c2cc(S(=O)(=O)NCCC(=O)Nc3ccc(F)cc3F)ccc2n(C)c1=O,-0.9,-3,-0.9,-1.1,-2,-2,-3,-1,1.2,-0.5,-1.7
O=C(COc1ccc(F)c(Cl)c1)c1ccc[nH]1,2.5,-2,7.0,0.7,4,-4,-3,-3,-0.2,-0.7,-0.7
CCOC(=O)CN(C(=O)CSc1nnc(COc2ccc(OC)cc2)n1CC)c1ccccc1,2.1,9,-1.6,-1.4,-6,-7,-3,0,-2.3,-0.7,-1.3
COc1ccc(C2CCCN2C(=S)Nc2cccc(Cl)c2)cc1OC (centres undefined),0.0,9,-0.6,-1.3,3,-2,4,3,-0.5,-0.4,-1.4
O=C(Nc1ccc(NC(=O)C2CCCCC2)nc1)c1cccs1,5.0,4,7.5,-0.3,1,-1,0,0,0.9,1.2,-1.2
N#Cc1ccccc1OCC(=O)NNC(=O)CCNC(=O)c1ccccc1,1.1,-2,2.1,0.8,5,0,-1,0,1.0,0.2,-0.8
CC(Sc1nc2ccccc2c(=O)n1CCCN1CCOCC1)C(=O)N1CCc2ccccc21 (centres undefined),-0.4,0,5.5,-1.2,9,-5,3,0,-1.3,-0.2,-1.2
c1cncc(CNCc2ccco2)c1,1.9,-8,-2.0,-0.7,3,-3,-4,0,-1.1,-0.1,-0.9
COc1cc(NC(=S)NC2CC(C)(C)NC(C)(C)C2)c(OC)cc1Cl,2.4,0,4.6,0.4,8,4,1,5,-1.6,0.5,-0.6
COc1ccccc1CNC(=O)c1ccc(S(=O)(=O)N(C)C)cc1,0.7,11,0.9,-1.4,1,5,0,2,-0.4,0.1,-0.8
Cc1cc2cc(CNC(=O)NC3CCCCC3)ccc2[nH]1,0.2,1,1.0,-0.9,-7,-31,-1,-24,-1.6,1.3,-1.6
CC1(C)NC(=O)N(CC(=O)Nc2cc(C(F)(F)F)cc(C(F)(F)F)c2)C1=O,0.8,5,-1.7,1.1,3,-6,-2,0,0.2,-0.8,-1.4
O=C(CSc1ccc(Cl)cc1)Nc1ccccc1Oc1ccccc1,3.6,2,-1.1,-3.5,15,2,-2,-1,-0.9,-0.5,-1.4
Cc1cc(C)n(C(=O)C(C)N2C(=O)c3ccccc3C2=O)n1 (centres undefined),-2.6,0,-0.3,-0.5,-1,8,0,2,0.4,-0.4,-1.4
COc1cc(C(C)=NNC(=O)c2ccncc2)ccc1O,-0.7,-12,-0.8,-0.5,3,4,1,0,0.8,-0.5,-1.0
Cc1ccc(OCCOC(=O)Cn2nc(C)c([N+](=O)[O-])c2C)cc1,1.1,-2,0.6,1.4,0,4,-1,-1,1.6,0.0,-1.1
COC(=O)c1c(NC(=S)Nc2ccc(F)cc2[N+](=O)[O-])sc2c1CCCCC2,4.3,-7,2.2,9.5*,8,-2,2,0,0.6,-0.8,-0.4
Cc1ccccc1N1C(=O)CC1(C#N)c1ccc(OCc2ccccc2)cc1 (centres undefined),1.7,13,2.0,-1.9,-17,-4,5,-3,-0.2,-0.6,-1.4
O=C(Nc1cc(S(=O)(=O)N2CCOCC2)ccc1O)c1ccc(S(=O)(=O)N2CCCCC2)cc1,-1.2,18,-2.0,-0.2,-22,-6,3,1,-0.8,0.9,-0.6
O=C(NCc1ccccc1)C1CCN(c2nc(-c3ccccc3)nc3c2CCC3)CC1,-0.3,-1,-4.5,-4.7,-14,-11,0,0,-1.0,-2.9,-1.8
CCOc1ccc(C2=Nn3c(nnc3-c3ccc(OC)cc3)SC2)cc1,2.0,11,0.5,-1.2,-10,3,4,-1,-2.1,-2.7,-1.5
CSc1nc(O)c(C(c2ccc(C)cc2)c2c(O)nc(SC)[nH]c2=O)c(=O)[nH]1,2.6,-15,-2.7,-1.3,3,-7,-5,-2,-1.4,-0.2,-2.0
COc1ccc(CCN=C2SCC(=O)N2C)cc1OC,-0.2,2,0.4,-1.2,-4,3,-2,-4,0.3,-0.2,-1.5
COC(=O)CC1=C(C(=O)OC)C(c2ccc3c(c2)OCO3)C(C#N)=C(N)O1 (centres undefined),0.0,-2,0.9,-2.0,-12,-14,-7,-8,0.1,-0.3,-0.9
C[C@H]1COc2cc(N3CCCC3)ccc2S(=O)(=O)N1,nt,-10,0.1,1.9,-1,-4,-3,-2,nt,-0.7,-1.1
COc1cccc(Cn2c(OCC3CCCO3)nc3c2c(=O)n(C)c(=O)n3C)c1 (centres undefined),2.3,-3,-1.5,0.0,8,-1,-4,-3,-0.4,-0.4,-0.9
CCOC(=O)c1cccc(NC(=O)CN2C(=O)C3C4C=CC(C4)C3C2=O)c1 (centres undefined),1.8,-2,3.0,2.1,-8,0,2,0,-0.2,0.1,-0.6
NCCCC(=O)O,1.9,-2,6.8,-1.7,-3,3,-2,0,-0.4,-0.3,-1.2
CCSc1nnc2c(Cl)cc(Cl)cn12,1.9,10,0.2,0.6,2,-5,0,0,0.2,0.0,-1.1
C=CCn1c(SCC(=O)c2cccs2)nc2sc(CC)cc2c1=O,-1.4,-3,-3.7,1.9,-15,0,1,4,-0.1,-0.7,-1.2
Cc1cc(C)nc(NS(=O)(=O)c2ccc(NC(=O)c3ccc4c(c3)OCO4)cc2)n1,0.5,-4,-0.7,0.1,-6,1,-3,2,-0.8,0.6,-1.0
O=C(COc1ccc(Br)cc1Cl)N1CCN(c2ncccn2)CC1,1.4,-18,-3.7,-2.5,-4,-12,-3,-2,-0.2,-0.2,-1.6
O=C(CCCc1ccccc1)NCCN1CCOCC1,-0.8,-13,2.3,-1.1,10,7,-6,-1,0.6,0.0,-1.1
Cn1nc(CC(=O)NCc2ccc(F)cc2)c2ccccc2c1=O,-2.0,-4,-2.2,-1.4,1,2,1,-2,-1.1,-1.0,-1.9
Cc1ccc(NC(=O)C2CCC(CNC(=O)[C@@H]3Cc4ccccc4CN3)CC2)cc1 (some centres undefined),-0.2,7,-2.2,-1.9,3,-5,-1,2,0.9,0.3,-0.8
CCN1C(=O)C2(C(C(=O)c3cc4ccccc4o3)=C(O)C(=O)N2CCCN2CCOCC2)c2ccccc21 (centres undefined),0.8,-7,2.5,1.8,-4,-10,-2,1,1.4,-0.3,-0.2
O=C(Nc1ccc2snnc2c1)N1CCCCC1,4.4,-16,0.6,0.0,1,-4,-6,-4,2.6,0.4,-0.9
C[C@@H]1COC(=O)[C@H](NC(=O)OCC2c3ccccc3-c3ccccc32)C/C=C\C[C@@H](CC(=O)N[C@@H](CO)Cc2ccccc2)C(=O)N1,-1.1,5,0.9,1.9,-5,-1,-2,-1,0.6,-0.2,-1.1
CCNC(=S)Nc1cc(C(=O)N2CCCC2)ccc1N1CCCC1,0.5,6,0.9,-2.5,5,2,-3,4,-1.1,0.0,-1.8
COc1ccc(Cl)cc1NC(=O)CCc1ccccc1,2.1,1,0.8,-2.8,-8,-4,-1,-2,-1.7,-0.7,-1.6

# One compound at a time, from the list above. Values in the order: GAA850 FXN act, ADAM10 inh, hgDAF-12 ag, hcDAF12 agonist, sPLA2-III inh, PLCb3 inh, ADAM17 inh, PLCg1 inh, DAX1 inh-1, DAX1 inh-2, ssDAF-12 act
# `NCCCC(=O)O` across the screens: 1.9, -2, 6.8, -1.7, -3, 3, -2, 0, -0.4, -0.3, -1.2
# `Cc1ccc(OCCOC(=O)Cn2nc(C)c([N+](=O)[O-])c2C)cc1` across the screens: 1.1, -2, 0.6, 1.4, 0, 4, -1, -1, 1.6, 0.0, -1.1

# Carrying on.
SMILES,GAA850 FXN act,ADAM10 inh,hgDAF-12 ag,hcDAF12 agonist,sPLA2-III inh,PLCb3 inh,ADAM17 inh,PLCg1 inh,DAX1 inh-1,DAX1 inh-2,ssDAF-12 act
CN1CCN(c2nc3c(c(=O)n(C)c(=O)n3C)n2Cc2ccccc2)CC1,0.8,-2,0.6,1.1,-1,-3,-4,0,1.1,0.0,-0.9
Cc1cc(N)nc(C)c1C#N,0.7,7,0.5,0.1,-1,0,-2,2,0.1,-0.4,-1.3
CCC(Sc1nnc(-c2ccc(C)c(Cl)c2)n1CC)C(=O)Nc1nccs1 (centres undefined),-1.8,3,-6.6,-3.7,-14,2,0,-3,-2.6,-2.3,-2.0
CCOC(=O)Cn1cc(C=O)c2ccccc21,2.5,-2,3.2,3.8,-3,3,-3,3,1.8,-0.8,-0.8
CC(=O)c1ccc(OC2(C)CCN(Cc3ccc4ccccc4c3)C2)cc1 (centres undefined),1.3,-18,2.1,-1.1,-7,9,1,3,nt,0.3,-1.2
O=C(NCc1ccccc1)C(c1ccc(F)cc1)N1CCN(CCN2CCOCC2)CC1 (centres undefined),nt,-8,2.7,0.9,5,3,0,3,nt,0.2,-0.8
CC1CC(C)CN(C(=O)CNC(=O)Cn2ccc3ccccc3c2=O)C1 (centres undefined),0.9,1,-2.6,-0.2,4,-7,-3,2,0.1,0.5,-1.2
Cc1ccc(S(=O)(=O)n2cnc3cc([N+](=O)[O-])ccc32)c(C)c1,2.5,-1,0.1,-1.4,1,-2,-4,-2,-1.4,0.3,-0.7
COc1ccc(-n2ccn(CC(=O)Nc3ccccc3OC)c(=O)c2=O)cc1,1.5,-6,0.6,-1.0,1,-6,-3,1,-0.1,-0.4,-0.9
CC(=O)c1cccc(S(=O)(=O)N(C)C2CCN(C)CC2)c1,0.9,-2,1.5,1.1,2,-3,-6,1,-1.1,0.7,-1.2
N#C/C(=C(/O)c1ccc(Cl)c([N+](=O)[O-])c1)c1nc2ccccc2[nH]1,-0.7,-4,2.0,-1.5,-6,-5,-1,0,-0.7,-0.2,-1.4
COc1ccc(-c2cc(=O)[nH]c(N3CCN(Cc4ccccc4)CC3)n2)cc1,1.7,3,-2.7,-0.8,-3,-1,0,-1,0.7,0.0,-1.7
c1ccc(Nc2nc(N3CCNCC3)nc(N3CCOCC3)n2)cc1,0.0,-7,0.8,-2.2,-5,-1,-4,3,1.0,-0.9,-1.0
O=c1[nH]c2cc([N+](=O)[O-])c([N+](=O)[O-])cc2[nH]c1=O,0.4,-2,-1.1,-0.5,8,-3,-2,-1,-0.7,1.0,-0.8
O=C(COC(=O)C1CCN(/C=C/C(=O)C(F)(F)F)CC1)Nc1ccccc1,-0.9,-6,-2.5,-1.4,-3,-1,-3,1,-0.3,0.5,-1.0

# Bioassay records deposited in PubChem by The Scripps Research Institute Molecular Screening Center.
